# High-throughput results as filed in PubChem BioAssay.
# PrPC TRFRET: inhibitors of human cell surface prion protein PrPC; P04156; 370,000 tested, 0.43% active; inhibition, % at 13.8 µM; TR-FRET read-out; in the data active = inhibition above about 24%; note: 0% = median of the test wells and 100% = reference compound wells
# Vc quorum ag: inducers of Vibrio cholerae quorum light production without autoinducers; V. cholerae BH1578 lux reporter, luminescence, 6 h; activation, % at 18.7 µM; 350,000 tested, 0.16% active; AID 588436; in the data active = activation mostly above about 9.7%, no sharp cut-off; note: not every result past the cut was called active; inactives centre near 0; reference of the scale not given here
# Rv3671c protease: inhibitors of M. tuberculosis serine protease Rv3671c | P9WHR9 | inhibition, % at 5.96 µM | 320,000 tested, 0.048% active | AID 2606; in the data active = inhibition above about 38%;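 note: extracellular domain of Rv3671c used as enzyme; 0% = enzyme with DMSO and 100% = no enzyme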
# Target sequence (P9WHR9 whole entry, looked up, the tested form may be a part): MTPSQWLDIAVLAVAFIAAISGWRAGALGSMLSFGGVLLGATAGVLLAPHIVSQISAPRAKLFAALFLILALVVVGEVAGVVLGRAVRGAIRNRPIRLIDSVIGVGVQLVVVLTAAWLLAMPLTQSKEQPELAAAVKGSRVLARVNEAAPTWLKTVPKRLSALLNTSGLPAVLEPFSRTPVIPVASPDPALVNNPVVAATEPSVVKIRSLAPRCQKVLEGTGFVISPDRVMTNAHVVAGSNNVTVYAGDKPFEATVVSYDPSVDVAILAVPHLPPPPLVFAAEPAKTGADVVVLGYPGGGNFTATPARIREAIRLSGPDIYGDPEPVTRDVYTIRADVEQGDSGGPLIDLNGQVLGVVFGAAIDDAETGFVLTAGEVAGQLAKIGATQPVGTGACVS
# MazF activator: increases E. coli MazEF RNase cleavage of RNA; P0AE70; FAM/BHQ RNA-DNA oligo cleavage fluorescence, 5 h; activation, % at 20 µM; 350,000 tested, 0.32% active; in the data active = activation above about 50%
# Target sequence (P0AE70 whole entry, looked up): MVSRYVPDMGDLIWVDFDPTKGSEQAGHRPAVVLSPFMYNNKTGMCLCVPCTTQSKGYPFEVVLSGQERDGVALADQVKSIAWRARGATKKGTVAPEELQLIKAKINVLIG
# CCHFV vOTU inh: CCHFV vOTU protease inhibition | AID 651958 | 370,000 tested, 0.55% active | Pep-AMC fluorescence | inhibition, % at 11.5 µM; in the data active = inhibition above about 30%; note: 0% = vehicle wells with enzyme and 100% = no enzyme wells
# TcdB GH inh: TcdB glycohydrolase inhibition; TcdB glycohydrolase enzymatic assay, plate reader; inhibition, % at 9.99 µM; 350,000 tested, 0.24% active; AID 652162; in the data active = inhibition above about 10%
# Y pestis TopoI: blocks Yersinia pestis topoisomerase I activity | activity, % at 10 µM | Y. pestis Topo-I cleavage product accumulation, plate reader | 360,000 tested, 0.064% active; in the data active = activity above about 50%, passing the limit was not always enough; note: inactives centre near 2
# DUSP3 inh: inhibitors of human VHR1 phosphatase (DUSP3). P51452. recombinant VHR phosphatase, pNPP absorbance. inhibition, % at 13.3 µM. 290,000 tested, 0.52% active. AID 1654; in the data active = inhibition above about 50%; note: some compounds called inactive have numbers as strong as hits
# Target sequence (P51452 whole entry, looked up): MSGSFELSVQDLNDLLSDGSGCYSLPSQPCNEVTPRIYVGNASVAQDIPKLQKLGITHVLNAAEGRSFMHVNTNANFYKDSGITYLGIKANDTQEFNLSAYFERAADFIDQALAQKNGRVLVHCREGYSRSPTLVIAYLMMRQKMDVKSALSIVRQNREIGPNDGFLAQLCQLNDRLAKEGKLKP
# SARS 3CLpro inh: SARS-CoV 3CLpro protease inhibition. P0C6X7. recombinant SARS-CoV 3CLpro, quenched FRET peptide cleavage. inhibition, % at 6 µM. 290,000 tested, 0.14% active. AID 1706; in the data active = inhibition above about 12%
# SSB-PriA inh: blocks PriA binding to SSB C-terminal tail; AlphaScreen SSBct-PriA binding, biotinylated peptide; inhibition, % at 33 µM; 430,000 tested, 0.6% active; in the data active = inhibition mostly above about 37%, no sharp cut-off; inactive = mostly below about 20%;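 note: plate controls were negative control peptide for no effect and reference peptide for full effect; strong numbers were not always called active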
# Starred values were filed as active, the others as inactive; i = inactive; x = not tested or not shown; & = joins results of further samples. An excerpt, so the mix of outcomes need not match the whole.
compound,PrPC TRFRET,Vc quorum ag,Rv3671c protease,MazF activator,CCHFV vOTU inh,TcdB GH inh,Y pestis TopoI,DUSP3 inh,SARS 3CLpro inh,SSB-PriA inh
CCOc1ccc(NC(=O)Cn2nnc(C(=O)NCc3ccc(OC)cc3)c2N)cc1,-10.8,i,0.7,-23.7,11.5,3.6,7.3,3.9,-1.0,-1.6
Cc1sc2ncnc(N(C)CCc3ccccn3)c2c1C,2.1,-0.2,-3.3,-1.7,-7.2,-1.2,6.1,31.1,-0.7,-8.8
COc1ccc(-c2nnc3n2N=C(C)CS3)cc1OC,3.3,-0.3,5.2,6.3,-3.3,x,8.4,22.3,-5.3,-10.9
Cc1onc(-c2ccccc2)c1C(=O)NN1CCOCC1,1.7,i,-13.4,0.5,5.4,-0.1,1.2,x,x,-1.4
O=C(NCCc1ccccn1)c1c(-c2ccsc2)sc2ccccc12,3.2,2.0,5.7,5.7,-3.3,1.3,1.4,x,x,-10.1
CCn1cc(S(=O)(=O)NCc2ccc(OC)cc2)cn1,0.5,i,2.3,3.0,7.8,-0.2,5.9,-4.4,-7.7,-7.8
CC(OC(=O)CC1CCCC1)C(=O)Nc1ccc(S(N)(=O)=O)cc1 (configuration not stated),6.7,-2.6,3.1,2.6,24.5,0.4,1.0,x,x,5.8
CCCc1nnc(SCc2ccc(C(=O)OC)o2)n1N,4.6,x,-2.1,6.3,1.4,x,-5.5,20.4,3.2,-19.2

# One compound at a time, from the list above. Order of screens: PrPC TRFRET | Vc quorum ag | Rv3671c protease | MazF activator | CCHFV vOTU inh | TcdB GH inh | Y pestis TopoI | DUSP3 inh | SARS 3CLpro inh | SSB-PriA inh
# COc1ccc(-c2nnc3n2N=C(C)CS3)cc1OC across the screens: 3.3 | -0.3 | 5.2 | 6.3 | -3.3 | x | 8.4 | 22.3 | -5.3 | -10.9
# CCCc1nnc(SCc2ccc(C(=O)OC)o2)n1N across the screens: 4.6 | x | -2.1 | 6.3 | 1.4 | x | -5.5 | 20.4 | 3.2 | -19.2

# (list continues)
compound,PrPC TRFRET,Vc quorum ag,Rv3671c protease,MazF activator,CCHFV vOTU inh,TcdB GH inh,Y pestis TopoI,DUSP3 inh,SARS 3CLpro inh,SSB-PriA inh
O=c1c2ccccc2sn1-c1ccc(S(=O)(=O)N2CCCC2)cc1,-1.5,-5.0,-12.0,-6.9,3.4,x,3.3,13.7,3.8,-3.5
CCc1nnc(NC(=O)NC(C)(C)C)s1,-9.5,x,-1.5,1.2,-7.1,-0.6,-1.2,-5.5,4.4,-19.1
CCOC(=O)N1CCN(S(=O)(=O)c2ccc(C(=O)N(CCN(CC)CC)c3nc4c(C)cccc4s3)cc2)CC1,-3.4,-0.1,5.6,-4.3,4.2,1.6,45.3,6.2,1.8,18.4
COc1ccc(/C=N/NC(=O)c2cccc(NC(=O)c3ccccc3Cl)c2)cc1,-2.2,0.0,-54.6,5.7,12.6,0.6,-0.6,-2.9,-1.0,x
COc1ccc(CCNC(=O)CN2CCC(n3nnc4cc(F)ccc43)CC2)cc1OC,1.2,-7.1,x,-0.9,-20.1,0.4,9.2,8.1,2.6,-9.4
CN(C)C(=O)COC(=O)c1cccc(S(=O)(=O)N2CC3(C)CC2CC(C)(C)C3)c1 (configuration not stated),4.7,i,-9.7,-1.0,5.0,0.7,23.7,x,x,-9.7
Cc1ccc(C(=O)NCC(=O)OCC(=O)N2CC(C)OC(C)C2)cc1 (configuration not stated),0.5,i,-3.1,7.7,-2.2,1.8,-1.5,x,x,0.1
COc1ccc2[nH]c(CN3CCC(n4nccc4NC(=O)C4CC4)CC3)c(C)c2c1,-2.0,-0.2,1.5,-2.2,9.1,1.7,5.1,-9.1,-1.7,7.5
N#Cc1ccc(NC(=O)c2nc(-c3ccccc3)n(-c3ccccc3)n2)cc1,7.5,i,-3.4,1.8,-17.8,x,6.9,1.6,0.8,2.4
Cc1c(C(=O)Nc2cccc(S(=O)(=O)N3CCCC3)c2)oc2ccccc12,1.4,i,1.6,-6.1,-9.0,-0.2,1.5,8.7,-3.5,-10.3
COc1ccc(/C=C2/C(=O)N(c3ccccc3)N=C2C)c(OC)c1,8.8,1.4,x,-22.2,0.9,-1.9,0.5,9.4,-1.1,3.5
O=C(CN1C(=O)CCSc2ccccc21)Nc1cccc(F)c1,4.4,-0.2,-10.8,4.8,-7.8,x,6.5,-0.2,-4.5,-16.1
CCCCCCCCCCCCCCCC[N+](C)(C)Cc1ccc(F)cc1,2.0,-0.8,x,-67.2,56.2*,5.8,-16.8,x,x,-9.4
COc1ccc(OCC(=O)N/N=C(\C)CC(=O)Nc2ccc(NC(C)=O)cc2)cc1,-2.1,-0.3,-2.0,3.8,11.3,-0.3,-0.2,14.4,-2.6,x
C=CCN(c1ccccc1)S(=O)(=O)c1c(C)[nH]c(=O)[nH]c1=O,-2.3,i,-4.1,-3.4,5.8,5.1,-2.3,-8.7,-1.4,-3.3
COc1ccc(CCNC(=O)c2ccc3nc4cc(Cl)ccc4c(=O)n3c2)cc1OC,-5.9,-2.8,2.2,-26.4,-22.3,-0.2,7.5,1.0,-2.7,0.1
COc1ccc(NC(=O)CCC(=O)NCc2ccco2)c([N+](=O)[O-])c1,-13.6,2.3,x,3.3,-11.0,-0.1,-0.9,8.8,-0.8,-11.3
CCOC(=O)N1CCN(S(=O)(=O)c2ccc(F)c(C(=O)Nc3ccc(C(C)C)cc3)c2)CC1,-3.3,-0.2,-13.8,-15.7,2.6,x,-2.4,-5.6,4.7,-12.5
CN(C)S(=O)(=O)c1cccc(C(=O)Nc2cc(Cl)ccc2O)c1,2.5,-0.3,-19.3,7.4,2.8,x,0.6,-3.4,-5.8,-23.0
CCn1c(=O)cc(O)c2c(=O)n(C)c(=O)n(C)c21,6.5,0.2,-0.9,6.9,9.1,-0.8,6.1,6.6,4.7,7.1
CN(Cc1ccccc1)C(=O)COC(=O)c1cc(S(=O)(=O)N(C)C)ccc1N1CCCC1,3.6,i,2.7,-9.2,0.3,0.6,6.2,x,x,-6.8
NC(=O)CCCc1nc(-c2ccccc2Cl)no1,5.1,-0.2,-3.5,9.3,-0.7,x,2.8,6.2,3.3,-1.7
O=C1CCC[C@@H]2CC(Nc3ccc(F)cc3F)C[C@@H]3CCN1[C@H]23 (some centres not stated),-8.2,-0.2,x,10.1,18.6,0.8,10.0,x,x,0.9
O=c1cc(-c2ccccc2)[nH]c2nc3ccccc3n12,0.6,-0.3,-26.9,3.5,-16.6,x,-1.1,-14.8,-0.5,-19.0
Cc1ccc(NC(=O)c2cc(-n3cnnc3)ccc2Cl)c(C)c1,10.1,-0.1,-3.8,5.3,-0.2,x,-3.8,4.6,3.7,7.6
Cn1c(CNC2CCCCC2)c(C#N)c2ccccc21,-0.9,i,1.8,-1.3,3.8,x,6.2,19.7,-5.2,-27.0
COC(=O)CCCNC(=O)c1ccc(S(=O)(=O)NCc2ccco2)cc1,0.9,i,3.8,-2.8,-8.3,-2.8,-2.7,x,x,-4.4
Clc1ccccn1,-2.7,-0.1,-11.6,2.9,-2.0,-0.5,-4.0,x,x,4.4
CN=c1scc(-c2ccc([N+](=O)[O-])cc2)n1/N=C/c1ccco1,-25.2,-0.6,10.4,-0.4,4.1,1.5,-4.4,21.7,1.8,x
C=CCOC(=O)C1=C(C)Nc2nc3ccccc3n2C1c1ccncc1 (configuration not stated),10.5,-0.7,-4.4,-0.6,3.9,x,0.1,11.6,-0.9,-27.9
CCCCC(=O)Nc1ccc(C(=O)Nc2nc(CC(=O)OCC)cs2)cc1,-5.0,i,-10.6,-11.3,2.1,x,-12.5,-1.7,0.7,-3.3
CCC(C)c1ccc(NC(=O)CN(C)CC(=O)Nc2cccc(OC)c2)cc1 (configuration not stated),-1.8,-0.1,2.4,1.6,-0.7,0.7,0.9,19.9,8.2,-8.9
O=C(NCCCN1CCOCC1)C(Cl)(Cl)Cl,-8.5,-0.4,-11.9,3.5,0.4,0.3,8.7,-5.7,-2.3,7.2
COc1ccc(CNC(=O)c2sc(=O)n(Cc3ccc(C)cc3)c2C)cc1,2.0,i,x,x,2.7,1.1,42.3,x,x,x
CCOC(=O)c1ccccc1NC(=O)C1CSC2(C)CCC(=O)N12 (configuration not stated),1.3,i,-1.6,-1.3,-9.8,-0.2,14.3,-15.2,4.8,-1.6
COc1ccc(NC(=O)N(C)C[C@H]2OCc3cnnn3CCCC(=O)N([C@@H](C)CO)C[C@H]2C)cc1,5.6,i,x,-10.1,-5.1,0.6&-0.4,0.1,x,x,x
COc1cc(CCCN2CCNC[C@@H]2c2ccccc2)cc(OC)c1OC,-0.8,i,-1.3,1.1,13.8,-5.5,-5.7,x,x,-9.0
CCOC(=O)n1c(=O)n(Cc2cccc(C)c2)c2ccccc21,-6.1,1.1,-1.3,4.2,7.0,2.6,7.0,-6.3,2.7,-11.2
COc1ccc(Cn2c(-c3ccco3)nc3oc4ccccc4c(=O)c3c2=O)cc1,-9.6,i,-2.0,-0.7,-4.8,x,6.2,-6.0,8.6,-7.5
Cc1ccc(C(=O)OCC(=O)N(C)C2CCS(=O)(=O)C2)cc1S(=O)(=O)N1CCCCC1 (configuration not stated),4.4,-1.8,-4.6,4.6,2.3,1.4,-0.7,x,x,-3.1
C[C@@H]1CN([C@H](C)CO)C(=O)CCCn2nncc2CO[C@@H]1CN(C)C(=O)OCc1ccccc1,-4.5,-0.4,x,10.6,3.4,0.0&0.6&-1.5,1.1,x,x,x
FC(F)(F)c1cccc(NC(=S)NCc2ccc(Cl)cc2)c1,9.2,i,-30.9,7.1,14.7,x,6.4,16.5,-0.6,-39.9
O=C(c1ccccc1)c1cccc(C(=O)c2ccccc2)c1,x,i,-1.6,5.3,x,x,5.0,x,x,-39.9
Cc1cc(NC(=O)Nc2ccccc2)n(-c2ccccc2)n1,-0.4,i,1.5,13.9,7.3,x,0.1,17.8,0.3,-3.5
CCc1ccc(NC(=O)C(=O)NCCN2CCN(S(=O)(=O)c3ccccc3)CC2)cc1,-1.4,-5.6,-4.6,4.7,16.9,1.4,8.0,-11.2,-1.1,7.9
COc1ccccc1NS(=O)(=O)c1cc(C(=O)NCC2CCCO2)ccc1C (configuration not stated),0.7,2.4,-2.6,1.4,-0.6,2.5,-2.9,x,x,-0.8
Cc1ccc(C(=O)c2ccccc2C(=O)OCC(=O)Nc2ccc(SC(F)F)cc2)cc1,9.2,-0.2,-116.7,-6.6,4.8,1.2,36.5,13.7,0.4,-7.1
COc1ccc(-n2cc(-c3ccccc3)[nH]c2=S)cc1,6.9,-0.4,-6.9,8.7,-0.2,x,-3.3,19.2,3.2,-12.5
O=C(NS(=O)(=O)c1ccccc1)c1ccccc1F,4.6,10.8,7.3,5.5,-8.3,x,-1.6,2.4,0.3,-20.4
O=C(COC(=O)c1cccc(S(=O)(=O)N2CCOCC2)c1)Nc1ncc(Cl)cc1Cl,-7.2,i,-3.3,-10.6,-2.3,0.2,1.4,x,x,1.3
O=C(Cc1nc2ccccc2[nH]1)c1ccc([N+](=O)[O-])cc1,-6.0,0.9,-3.4,8.4,-6.0,0.0,2.1,13.3,-3.8,-4.7
CCOc1ccc(N(CC(=O)Nc2cccc(C)c2)S(C)(=O)=O)cc1,7.3,i,3.7,-7.5,9.8,-9.2,-2.0,-11.2,4.2,-3.9
[O-]c1n[n+](-c2ccc(Cl)cc2)cc2ccccc12,-29.8,-0.5,-8.9,2.1,13.4,0.9,-6.9,17.6,-4.6,9.2
O=C(C[n+]1cccc(CNC(=O)c2ccc(OC(F)F)cc2)c1)c1ccccc1,-8.5,-0.5,7.8,-6.3,15.4,1.7,-3.1,6.4,0.2,-6.6
Cc1ccc(OCC(=O)Oc2ccccc2[N+](=O)[O-])cc1,-1.1,0.6,5.6,-10.2,-15.4,-0.7,-2.8,x,x,-0.2
O=C(O)c1cccc(C(=O)O)c1Br,1.0,4.5,-8.1,6.2,4.3,1.3,-1.9,12.7,-1.9,-2.7
